Bioassay records: PubChem, several laboratories
K1F lysis inhibition: protection from phage-mediated lysis, alamar blue read-out – E. coli UTI89, K1F phage, bacterial capsule biogenesis inhibitors (AID 488966); E. coli UTI89 K1F phage lysis, alamar blue, 2 h; higher % means a stronger effect; 0.02% of 340,000 active; inhibition, % at 100 µM; hits with a dose series show IC50 in µM;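 active = phage lysis inhibition, versus mean bacterial control, above a set limit; inconclusive = no clear call, values can overlap the other calls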;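 note: capsule biogenesis inhibitors block K1F phage lysis so surviving cells raise fluorescence; higher fluorescence means more inhibition of phage lysis; actives were called in the ten point dose series up to 300 µM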
MgcRacGAP inhibition: MgcRacGAP GTPase-activating activity inhibitors, confirmation, biochemical, ADP Hunter fluorescence; MgcRacGAP-stimulated Rac1 GTP hydrolysis, ADP Hunter fluorescence; higher % means a stronger effect; GST-tagged Rac1 F28L mutant substrate; one-dose inhibition, % at 30 µM; IC50 in µM for titrated hits; 0.6% of 340,000 active; AID 624330;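 active = first-screen hits whose inhibition reached a set limit at any dose in the follow-up dose series; inconclusive = inhibition above the set first-screen limit but never retested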;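 note: fluorescence reports GDP produced by GAP-driven GTP hydrolysis; strong numbers were not always called active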
RSV CPE inhibition: inhibition of RSV-induced cytopathic effect – HEp-2 cells, primary 10 µM value included (AID 2391); HEp-2 cells, RSV-induced CPE inhibition; higher % means a stronger effect; CPE inhibition, % at 10 µM; hits with a dose series show IC50 in µM; 0.13% of 310,000 active; in the data active = a potency from the dose series; inconclusive = CPE inhibition mostly from about 23% at the one dose, without a potency; inactive = the rest, 99 in 100 with CPE inhibition below about 21%; note: strong numbers were not always called active
HIV fusion peptide: cell-free HIV fusion peptide-binding blockers – biochemical, uHTS, fluorescence dequenching, primary screen (AID 1986); one-dose inhibition, % at 20 µM; IC50 in µM for titrated hits; cell-free peptide binding, fluorescence dequenching, 30 min; higher % means a stronger effect; 0.3% of 290,000 active; in the data active = inhibition mostly above about 52%, no sharp cut-off; inactive = mostly below about 76%; note: some results filed as inactive read as strong as hits
Dengue-2 NS5 capping: Dengue-2 NS5 methyltransferase inhibitors, primary screen, biochemical, confirmation dose response (AID 588689). Dengue-2 NS5 methyltransferase capping enzyme assay, biochemical; higher % means a stronger effect. inhibition, % at 25 µM, or IC50 in µM where a hit was titrated. 0.3% of 340,000 active; in the data active = a potency from the dose series; inconclusive = inhibition above about 29% without an active follow-up result
Salmonella PhoP GFP: PhoP-dependent GFP reporter repression – Salmonella Typhimurium, primary screen (AID 1863). 0.16% of 300,000 active. S. Typhimurium PhoP-regulated promoter GFP reporter, 4 h; higher % means a stronger effect. one-dose inhibition, % at 50 µM; IC50 in µM for titrated hits;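 active = inhibition over 29.93%, a cutoff 3 SD above the screen mean, later confirmed by dose response; inconclusive = inhibition over 29.93% but no dose response follow-up; inactive = inhibition at most 29.93% or unconfirmed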;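 note: 0% = low Mg2+ inducing control and 100% = high Mg2+ repressing control; strong numbers were not always called active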
GPR35 arrestin U2OS: GPR35 antagonists blocking zaprinast-driven arrestin recruitment, primary screen, imaging, U2OS, beta-arrestin-GFP, zaprinast agonist (AID 2058) | U2OS GPR35 beta-arrestin-GFP translocation imaging, zaprinast antagonism; higher % means a stronger effect | one-dose inhibition, % at 10 µM; IC50 in µM for titrated hits | 0.052% of 290,000 active;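 active = inhibition of at least 50% with at least 30 cells and total cytoplasm GFP at most 10,000,000; inconclusive = under 30 cells or total GFP of 10,000,000 plus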
SV40 large T antigen: SV40 large T antigen inhibitors, biochemical (AID 1903); SV40 large T antigen ATPase/helicase inhibition assay; higher % means a stronger effect; inhibition, % at 20 µM, or IC50 in µM where a hit was titrated; 0.39% of 310,000 active; in the data active = a potency from the dose series; inconclusive = inhibition mostly from about 32% at the one dose, without a potency; inactive = the rest, 99 in 100 with inhibition below about 32%; note: strong numbers were not always called active
GPR55 LPI antagonism: GPR55 antagonists blocking LPI-driven arrestin recruitment, primary screen, imaging, U2OS, beta-arrestin-GFP, LPI agonist (AID 2013); 0.13% of 290,000 active; U2OS GPR55 beta-arrestin-GFP translocation imaging, LPI antagonism; higher % means a stronger effect; inhibition, % at 10 µM, or IC50 in µM where a hit was titrated;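 active = spots per cell inhibited over 60%, with over 100 cells counted and total cytoplasm intensity under 500,000; inconclusive = wells with under 100 cells, flagged as likely toxic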;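 note: U2OS cells stably carrying GPR55 and arrestin-GFP stimulated by 5 µM LPI near EC80; imaged beta-arrestin-GFP aggregate spots per cell after agonist stimulation; plate controls were LPI-stimulated DMSO wells for no effect and DMSO wells without LPI for full effect; some results filed as inactive read as strong as hits; confirmed hits need IC50 under 10 µM and bright autofluorescent wells are also inconclusive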
Dengue-2 NS5 capping pilot replicate: recorded beside Dengue-2 NS5 capping, whose call it bears; inhibition, %; measured here: pilot screen replicate inhibition
Numbers without * were called inactive; ? = inconclusive; / = no result given; [ ] = another dose, or the depositor's remark. The order is random; any-hit rate near 1.5%.

SMILES	K1F lysis inhibition	MgcRacGAP inhibition	RSV CPE inhibition	HIV fusion peptide	Dengue-2 NS5 capping	Salmonella PhoP GFP	GPR35 arrestin U2OS	SV40 large T antigen	GPR55 LPI antagonism	others
COc1cccc(NC(=O)CN(C)C(=O)C(CCSC)NC(=O)c2ccco2)c1 (configuration not stated)	-0.1%[50 µM]	2%	-0.1%	/	8%	/	/	/	/
Cc1cc(NC(=O)COC(=O)CC2CCCC2)c([N+](=O)[O-])cc1C	0.1%	7%	1.9%	1.3%	4%	4%	9%	11%	14%
Cc1cc(Cl)c(S(=O)(=O)NCC2CCCO2)cc1OCC(=O)NC1CCCCC1 (configuration not stated)	-0.1%	-5%	18%	-0.6%	-8%	-25%	0%	4%	-2%
Cc1ccc(C(=O)N/C(=C\c2cn(S(=O)(=O)N(C)C)c3ccccc23)C(=O)NCCCn2ccnc2)cc1	0.2%	5%	0.4%	1.0%	-1%	-5%	0%	21%	12%
Nc1nc(-c2cccc(NS(=O)(=O)c3ccccc3)c2)cs1	0.0%	2%	4.9%	1.6%	-7%	26%	-10%	17%	3%
CCN(CC)N=Nc1[nH]nc2nc(C)cc(C)c12	-5.8%	4%	2.5%	-2.9%	-3%	7%	0%	7%	18%
COc1cccc(OCc2cc(C(=O)N3CCC(c4ccncc4)CC3)no2)c1	0.7%	8%	-1.5%	0.9%	0%	3%	15%	11%	3%
CN(C)C(=O)Cn1cnc2c(cnn2-c2ccc(F)cc2)c1=O	1.5%	7%	1.5%	0.7%	2%	-3%	6%	3%	2%	Dengue-2 NS5 capping pilot replicate=2.1
Cc1cc(-c2c(C)[nH]n(-c3ccccc3)c2=O)n(-c2ccccc2)n1	0.1%	11%	2.4%	0.2%	3%	5%	8%	30%	22%
Cc1c(Cl)cnc(NC(=O)COC(=O)CCC(=O)c2cccs2)c1Cl	0.3%	10%	/	2.1%	-10%	4%	3%	3%	-5%
O=S(=O)(NCc1ccccn1)c1cc(C(F)(F)F)ccc1Cl	0.2%	6%	2.0%	-0.6%	-2%	6%	-5%	2%	1%
COc1ccccc1NC(=O)c1cc2c(CO)cnc(C)c2oc1=Nc1cccc(C(N)=O)c1	0.4%	4%	2.1%	-1.0%	-5%	/	-10%	11%	3%
CCCCC[C@H]1CN(Cc2ccccc2)C(=O)[C@@H]1CC(=O)NCc1ccccc1	-2.1%	8%	-2.4%	-0.3%	-13%	/	0%	11%	0%
O=C(CCNC(=O)N1CC(=O)Nc2ccccc21)Nc1ccc(F)c(Cl)c1	0.1%	11%	-1.1%	1.3%	0%	-5%	23%	13%	12%
CC(C)C[C@H](NC(=O)c1nc[nH]c1C(=O)N1CCNCC1)C(=O)OC(C)(C)C	-0.1%	1%	-0.1%	/	0%	/	/	13%	/
COc1ccc(CNC(=O)COc2ccc(S(=O)(=O)N3CCOCC3)cc2)cc1	0.9%[50 µM]	3%	-0.8%	/	-4%	6%	/	9%	/
CCc1sc(NC(=O)CN2CCC(C(N)=O)CC2)nc1-c1ccccc1	0.3%	13%	4.7%	0.8%	/	1%	-4%	3%	10%
COc1ccc2c(c1)cc1c(=O)n(CC(=O)NCCCN3CCOCC3)nc(C)n12	0.5%	14%	1.3%	-1.3%	-4%	-1%	-8%	5%	4%
CN1C(=O)CSc2ccc(NC(=O)NCc3ccco3)cc21	2.8%	12%	0.7%	5.3%	-2%	3%	6%	8%	-1%
O=[N+]([O-])c1ccn(-c2nc(-c3cccs3)cc(C(F)(F)F)n2)n1	0.0%	10%	1.8%	2.0%	-1%	2%	-5%	3%	10%
Cc1ccc(N=Nc2c(N)nn3c(C)cc(C)nc23)cc1	0.4%	7%	-0.4%	0.1%	3%	0%	5%	2%	5%
CC(=O)Nc1ccc(S(=O)(=O)Nc2ccc(F)c([N+](=O)[O-])c2)cc1	-1.0%	6%	0.8%	-1.6%	1%	1%	2%	24%	4%
CC(C)(C)OC(=O)N1CCC(C(=O)N[C@H](Cc2ccccc2)C(=O)O)CC1	1.8%	10%	-0.6%	1.6%	2%	-9%	2%	22%	10%
CCCc1[nH]nc2c1C(c1cc(OC)cc(OC)c1)C(C#N)=C(N)O2 (configuration not stated)	-0.1%	12%	1.3%	-1.3%	-6%	1%	-11%	20%	1%
CCN1CCN(c2cc(C)c3cc(NC(=O)c4ccc(C)c(C)c4)ccc3n2)CC1	0.1%	7%	-4.2%	-1.5%	-5%	-10%	7%	6%	7%
Cn1c(COc2ccc(Cl)cc2)nnc1SCC(=O)NC1CC1	0.7%[50 µM]	5%	1.0%	/	6%	/	/	/	/
N#Cc1nc(-c2ccc(F)cc2)oc1NCc1ccccc1	1.7%	1%	0.9%	3.1%	-5%	1%	19%	9%	14%
Cc1ccc(C)c(N2CCN(C(=O)c3ccc4nsnc4c3)CC2)c1	0.1%	16%	2.1%	-1.9%	-3%	0%	12%	9%	-15%
O=C(Nn1cnnc1)C(Sc1ccccc1)c1ccccc1 (configuration not stated)	-1.9%	-2%	1.7%	-1.5%	-11%	17%	28%	1%	7%
CC1CCC(NC(=O)CNC(=O)Cc2cccc3ccccc23)CC1 (configuration not stated)	0.8%	3%	-0.3%	-2.2%	-1%	2%	-7%	-1%	0%
CC(=O)Nc1cccc(NC(=O)CSc2nnc(NC(=O)c3ccco3)s2)c1	0.1%	9%	2.2%	1.0%	3%	3%	-13%	26%	-6%
CCOc1ccc(Nc2nc(-c3sc(N)nc3C)cs2)cc1	2.3%	10%	8.8%	-0.9%	4%	8%	-3%	13%	1%	Dengue-2 NS5 capping pilot replicate=-1.2
Cc1cccc(CCN(C(=O)Cc2cccs2)C(C(=O)NC2CCCCC2)c2cccnc2)c1 (configuration not stated)	-0.2%	-1%	0.3%	0.8%	-11%	3%	4%	0%	-2%	Dengue-2 NS5 capping pilot replicate=-6.7
O=C(CN(C(=O)c1ccc(Cl)cc1Cl)N1C(=O)C2C3C=CC(C3)C2C1=O)c1ccc(F)cc1 (configuration not stated)	0.4%	-1%	-0.9%	/	-6%	/	/	/	/
CCOC(=O)c1[nH]c(C)c(C)c1C	-0.1%	2%	1.5%	2.4%	5%	-7%	7%	25%	20%
CC(=O)c1c(C)[nH]c(C(=O)N2CCN(c3cc(Cl)ccc3C)CC2)c1C	0.3%	6%	-0.7%	1.1%	8%	26%	14%	-1%	3%
Cc1cc(C)nc(NN=C2CCCC2)n1	3.1%	-2%	0.0%	-1.0%	-9%	-7%	2%	17%	3%
CCCNC(=O)c1cccc(COc2ccccc2OC)c1	0.2%	12%	1.7%	-0.7%	2%	13%	-18%	-3%	-1%
O=C(c1ccc([N+](=O)[O-])s1)N1CCCc2ccccc21	-0.6%	1%	2.5%	-3.3%	-3%	3%	6%	0%	1%
O=C(NCCCn1ccnc1)/C(=C\c1ccco1)NC(=O)c1ccco1	0.1%	6%	0.0%	1.0%	-5%	-7%	0%	10%	5%
COc1ccc(Br)cc1/C=N/n1c(COc2ccccc2)n[nH]c1=S	0.3%	10%	1.1%	0.4%	-7%	-6%	1%	1%	8%
COc1ccc(/C=C2\SC(=O)N(CCC(=O)N(C)C3CCS(=O)(=O)C3)C2=O)cc1 (configuration not stated)	0.1%	0%	2.9%	-0.9%	-10%	2%	-3%	11%	17%
Cc1ccccc1NC(=O)NNC(=O)OC(C)(C)C	0.0%	9%	0.0%	-0.7%	-8%	2%	-5%	2%	12%
Cc1ccc(NC(=O)c2sc(Cl)nc2C)c(C)c1	1.6%[50 µM]	10%	1.4%	2.2%	-6%	-16%	6%	8%	1%
CCOC(=O)C1CCCN(CC(O)COc2ccc(OC)cc2C(C)(C)C)C1 (configuration not stated)	-0.4%	30%	0.3%	-2.1%	-1%	4%	-2%	2%	-8%
O=C1C2C3C=CC(C4CC34)C2C(=O)N1Cc1ccco1 (configuration not stated)	0.2%	-3%	1.4%	0.2%	-2%	-5%	-3%	7%	4%
COc1ccc(CNS(=O)(=O)c2ccc3c(c2)CCN3C(=O)C2CCC2)cc1	0.2%	7%	?	0.6%	-2%	-1%	-2%	13%	18%
COc1ccc(S(=O)(=O)NC(C)c2ccccc2)cc1C(=O)N1CCCCC1 (configuration not stated)	0.0%	7%	0.4%	-0.9%	0%	0%	-4%	-5%	10%
COC(=O)c1ccc(S(=O)(=O)NCc2ccc(S(N)(=O)=O)cc2)n1C	-1.3%	-10%	1.2%	0.2%	-8%	1%	6%	9%	-4%
CCN(C(=O)CSc1cc(C)c2ccccc2n1)c1c(N)n(Cc2ccccc2)c(=O)[nH]c1=O	-0.3%	2%	-0.8%	-0.6%	-14%	0%	-1%	-4%	1%
Cc1ccc(C(=O)O/N=C/c2c(C(F)(F)F)nn(C)c2Sc2ccc(Cl)cc2)cc1	0.3%	13%	1.6%	-1.5%	-1%	1%	7%	2%	0%
O=C(c1ccco1)N1CCN(S(=O)(=O)c2ccc3c(c2)OCCO3)CC1	0.4%	13%	0.2%	-2.2%	7%	6%	-4%	-3%	-2%
CN(C)c1ccc(C(=O)NN2C(=O)c3ccccc3C2=O)cc1	0.0%	9%	1.4%	-0.5%	3%	1%	-16%	-2%	6%
CCCCNC(=S)N/N=C/c1ccc(C#N)cc1	/	/	7.0%	-1.5%	/	3%	-10%	6%	2%
CCOC(=O)Cn1nc(-c2ccc(F)cc2)oc1=O	0.0%	10%	-0.6%	-2.3%	9%	7%	-16%	2%	8%
O=C(Cn1c(=O)n(Cc2ccco2)c(=O)c2ccccc21)Nc1cccc(Cl)c1	-9.1%	3%	1.4%	-2.7%	-7%	12%	0%	0%	-1%
COc1cc(OC)c(N(C)S(=O)(=O)c2cccc(C(=O)NC(C)C3CC4CCC3C4)c2)cc1Cl (configuration not stated)	0.0%	16%	0.7%	0.6%	-6%	-5%	4%	5%	-1%
CN1CCN(CC(=O)N/N=C\c2c[nH]c3ccccc23)CC1	/	/	3.1%	-1.4%	/	10%	11%	6%	3%
CCO[C@@H]1OC(C(=O)N2CCN(Cc3ccccc3)CC2)=C[C@H](c2ccc(C(F)(F)F)cc2)[C@H]1CCCO	-1.3%	-20%	-2.5%	2.7%	8%	-5%	-10%	2%	8%
